pCIP destab: p/CIP protein destabilization | Q05BA5 | F442A p/CIP-EGFP cells, EGFP fluorescence, 16 h | AID 1984 | decrease of EGFP signal, % at 10 µM | hit rate 0.01% among 290,000;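 active = EGFP signal decrease of at least 30% at 10 µM or well 3 SD below plate mean, unless failing retest; inactive = the rest, including hits failing retest or dose response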; also: some compounds called inactive have numbers as strong as hits; many of its hits are not listed in these tables
IMP-1 inh: blocks Pseudomonas aeruginosa IMP-1 metallo-beta-lactamase; purified IMP-1, nitrocefin hydrolysis, epi-absorbance fluorescence; inhibition, % at 5.6 µM; hit rate 0.45% among 290,000;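 active = inhibition above the mean plus 3 SD of all compounds in the same screening run, cut at about 4.5% in these data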;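 also: 0% = IMP-1 with DMSO and 100% = DMSO wells lacking enzyme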
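System: Purified IMP-1 | Read-out basis: Percent enzyme inhibition | Controls: IMP-1 with DMSO as 0%, enzyme-free DMSO as 100% | Replicates: One well per compound | Doses: 5.6 µM nominal single concentration | Detection: Epi-absorbance fluorescence, 480 nm excitation, 530 nm emission | Incubation: 25 °C, 15 min preincubation, 25 min reaction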
UBC9 SUMO inh: SUMOylation inhibition. P63279. HTRF SUMOylation assay, SAE1/SAE2 + UBC9, in vitro. inhibition, % at 35 µM. hit rate 0.36% among 290,000. AID 2006; in the data active = inhibition above about 50%, passing the limit was not always enough; also: strong numbers were not always called active
Target sequence (P63279 whole entry, looked up): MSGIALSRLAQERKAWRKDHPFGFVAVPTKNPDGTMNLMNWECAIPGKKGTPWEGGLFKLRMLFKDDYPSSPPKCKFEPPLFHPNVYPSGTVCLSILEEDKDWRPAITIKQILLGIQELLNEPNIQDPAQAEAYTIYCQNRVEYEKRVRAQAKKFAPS
IDE cell activ: boosts human insulin-degrading enzyme activity in HEK cells. FAbeta-B cleavage, fluorescence polarization; 0% vehicle, 100% cell-free pure enzyme wells. activation, % at 5.96 µM. hit rate 0.073% among 340,000;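 active = activation above the mean of all tested compounds plus 3 SD, set per screening campaign, cut at about 17% in these data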
DNA FID counter: counter-screen for HCV NS3 helicase inhibitors: DNA intercalator displacement. AID 1845. inhibition, % at 7.9 µM. hit rate 0.17% among 290,000. DNA fluorescent intercalator displacement, fluorescence; in the data active = inhibition above about 37%;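 also: 0% = vehicle and 100% = reference compound; higher means more ethidium bromide displaced from hairpin DNA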
VIM-2 inh: blocks Pseudomonas aeruginosa VIM-2 metallo-beta-lactamase. purified VIM-2, nitrocefin hydrolysis, epi-absorbance fluorescence. hit rate 0.89% among 290,000. inhibition, % at 5.6 µM;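 active = inhibition above the mean of all tested compounds plus 3 SD, cutoff set per screening run, cut at about 7.5% in these data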;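 also: red hydrolysis product quenches plate fluorescence so inhibitors raise well fluorescence; 0% = enzyme with DMSO and 100% = DMSO without enzyme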
PHOSPHO1 inh: inhibitors of human PHOSPHO1 phosphatase. Q8TCT1. inhibition, % at 13.3 µM. recombinant PHOSPHO1, absorbance phosphatase assay. AID 1565. hit rate 1.1% among 290,000; in the data active = inhibition above about 60%
Target sequence (Q8TCT1 whole entry, looked up): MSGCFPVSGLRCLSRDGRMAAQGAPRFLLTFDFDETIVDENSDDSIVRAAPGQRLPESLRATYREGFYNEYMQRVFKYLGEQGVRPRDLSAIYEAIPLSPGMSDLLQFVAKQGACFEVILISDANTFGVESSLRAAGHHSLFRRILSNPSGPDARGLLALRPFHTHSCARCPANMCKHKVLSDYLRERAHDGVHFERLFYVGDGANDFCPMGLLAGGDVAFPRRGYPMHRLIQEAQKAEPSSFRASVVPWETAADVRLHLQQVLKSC
NS3 helicase inh: blocks Hepatitis C virus NS3 helicase unwinding | inhibition, % at 10.9 µM | NS3 helicase DNA unwinding, Cy5 molecular beacon fluorescence | hit rate 0.56% among 290,000;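 active = inhibition above the mean of all tested compounds plus 3 SD, set per campaign, cut at about 35% in these data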;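 also: 0% = DMSO wells and 100% = thioflavine S control wells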
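assay system = NS3 helicase fragment of HCV | buffer or medium = MOPS pH 6.5, MgCl2, DTT, Tween20, BSA | timing = 60 min unwinding reaction at 25 °C after ATP addition | signal = Cy5 beacon fluorescence read at start and 1 h | read-out basis = % inhibition of unwinding | control set = low DMSO, high thioflavine S at 110 µM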
MEKK3 PB1 HTS: modulators (inhibitors or enhancers) of MEK5 binding to human MEKK3 PB1 domain. Q99759. bead-based flow cytometry, Alexa488-MEK5 binding to MEKK3; actives lie on both sides; 0 = blocked by unlabeled MEK5, 100 = vehicle. binding response (% of control), % at 10 µM. hit rate 1.4% among 290,000;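 active = binding response more than 3 SD above or below the average of its plate-row segment, actives on both sides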;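 also: Alexa488 bead fluorescence after subtracting the streptavidin-only scavenger bead signal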
Target sequence (Q99759 whole entry, looked up, the tested form may be a part): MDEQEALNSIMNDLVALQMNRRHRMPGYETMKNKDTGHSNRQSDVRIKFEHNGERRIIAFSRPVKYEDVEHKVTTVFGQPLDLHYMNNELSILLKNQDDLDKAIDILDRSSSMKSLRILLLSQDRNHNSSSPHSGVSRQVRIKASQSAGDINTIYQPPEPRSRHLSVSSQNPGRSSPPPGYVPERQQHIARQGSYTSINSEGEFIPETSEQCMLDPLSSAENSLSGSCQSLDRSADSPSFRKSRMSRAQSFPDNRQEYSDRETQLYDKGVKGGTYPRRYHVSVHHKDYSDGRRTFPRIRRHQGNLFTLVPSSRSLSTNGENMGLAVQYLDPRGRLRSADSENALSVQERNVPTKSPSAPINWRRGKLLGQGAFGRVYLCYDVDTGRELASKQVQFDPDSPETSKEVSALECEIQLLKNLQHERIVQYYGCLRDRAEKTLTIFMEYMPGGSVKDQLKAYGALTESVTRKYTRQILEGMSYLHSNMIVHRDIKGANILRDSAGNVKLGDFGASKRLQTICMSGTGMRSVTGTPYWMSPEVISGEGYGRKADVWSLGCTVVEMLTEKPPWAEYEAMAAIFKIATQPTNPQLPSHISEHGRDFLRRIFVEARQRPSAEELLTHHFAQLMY
* marks the source's active call; other numbers are inactive results; x = no result given; & = joins results of further samples. This is a subset. The share of hits here may be higher or lower than overall.

SMILES	pCIP destab	IMP-1 inh	UBC9 SUMO inh	IDE cell activ	DNA FID counter	VIM-2 inh	PHOSPHO1 inh	NS3 helicase inh	MEKK3 PB1 HTS
C/C(=N\NC(=O)C(C)Sc1ccccc1)C(C)(C)C (configuration not stated)	2.3	-3.4	4.0	0.6	-5.9	-2.2	30.5	-5.0	102.0
CN1CC[n+]2c(CN3C(=O)c4ccccc4C3=O)csc21	-13.3	2.4	5.1	7.3	7.5	1.6	20.0	-4.1	100.0
COc1ccc(CCn2c(NN)nc3c2c(=O)[nH]c(=O)n3C)cc1	-7.3	-2.0	1.5	-4.6	-12.9	-0.3	27.3	-6.9	103.0
CC(=O)Nc1ccc(N=Cc2c(O)c3ccccc3oc2=O)cc1	-0.9	-0.8	2.4	-2.1	-1.9	-0.6	23.9	-0.9	101.0
CCC(=O)NC(Nc1ccccn1)(C(=O)OC)C(F)(F)F (configuration not stated)	-0.8	-2.4	1.1	-0.7	4.4	-2.4	-0.2	-3.5	91.0
CCCCC/S(CC1CC1(Cl)Cl)=N\S(=O)(=O)c1ccc(C)cc1 (configuration not stated)	-1.1	-2.6	4.1	6.1	-17.2	-1.7	-21.8	5.3	102.0
O=c1cc(-c2ccccc2)n(S(=O)(=O)c2ccc3ccccc3c2)o1	x	-8.0	x	0.9	8.8	-1.6	x	5.0	x
Cc1[nH]c2ccccc2c1C(=O)CSC(=S)N1CCCCC1	-18.0	-2.7	4.1	1.3	-3.4	-1.8	-4.5	-19.1	113.0
Cc1ccccc1NC(=O)CN(c1ccc(F)cc1)S(C)(=O)=O	-2.4	-3.5	-1.0	6.2	0.8	-2.0	-22.1	-7.2	99.0
Cc1ccc(-c2sc(C(=O)NN)c(C)c2C#N)cc1	-9.1	-2.9	15.6	7.0	-0.3	-1.4	-9.9	0.1	98.0
Cc1cc(C(=O)Nc2nc3c(s2)CCCC3)no1	-0.1	-5.6	-1.3	7.2	-0.2	-1.6	-25.3	5.6	92.0
Cc1cc(SCc2ccccc2F)nc(=O)[nH]1	-2.3	-4.3	-0.7	4.1	-8.2	-0.7	14.4	20.8	102.0
CN(C)S(=O)(=O)c1ccc(C(=O)OCc2nnc(-c3ccccc3)o2)cc1	-3.6	-2.9	11.8	2.1	-30.3	-1.6	32.2	-11.0	97.0
Cc1cccc(NC(=O)C2CCN(S(=O)(=O)c3c(C)[nH]c(=O)[nH]c3=O)CC2)c1	1.3	-0.9	14.4	2.4	-0.3	-3.6	-5.0	9.5	91.0
CC(C)OC(=O)N(C)c1ccc(C(O)(C(F)(F)F)C(F)(F)F)cc1	-7.9	-0.3	-11.8	-4.7	-16.6	-3.3	-1.2	4.3	91.0
COc1cc(-c2[nH]ncc2CN2CCSCC2)cc(OC)c1OC	-1.8	-2.4	-14.6	-0.8	-8.3	-3.1	39.8	-0.3	97.0
O=[N+]([O-])c1ccc(OCc2cnc(Cl)s2)c([N+](=O)[O-])c1	2.6	-0.2	18.4	-3.6	12.2	0.6	7.7	-0.2	103.0
Cc1ccc(C(C)C)c(OCCNS(C)(=O)=O)c1	0.6	-0.8	9.7	2.1	-5.2	-0.8	-60.0	-9.8	104.0
CN1C2C=C(N(CCc3c[nH]c4ccccc34)C(=O)c3ccc(Cl)cc3)CC1CC2 (configuration not stated)	0.7	-0.8	4.7	0.2	30.3	-0.9	-13.5	-52.0	100.0
CCOC(=O)NCc1ccc(Cl)c(Cl)c1	1.1	-4.2	-11.5	6.7	-3.6	-4.3	7.3	1.9	98.0
C/C(CCN1CCc2nc(-c3ccccc3)c(-c3ccccc3)cc2C1)=N\OC[C@@H](C)[C@H](OCc1ccccc1)C(C)C	-6.7	-3.5	6.1	x	-14.6	-2.5	-6.3	-21.3	112.0
O=S(=O)(c1ccccc1)N1CCN(C(=S)NCCCN2CCOCC2)CC1	-7.9	-2.8	10.9	9.2	10.1	-2.9	6.2	15.8	99.0
CC(=O)Oc1ccc(/C=N\NC(=O)c2cc3c(ccc4ccccc43)o2)cc1	-32.2	4.9*	20.1	-2.7	-24.4	-2.5	36.6	-10.6	99.0
COc1ccc(-c2cnc(NCc3cc4c(cc3[N+](=O)[O-])OCO4)n2C)cc1	2.8	-2.9	-9.8	-1.7	4.5	0.2	3.0	-31.4	104.0

Profiles, looked up by structure. Order of values: pCIP destab | IMP-1 inh | UBC9 SUMO inh | IDE cell activ | DNA FID counter | VIM-2 inh | PHOSPHO1 inh | NS3 helicase inh | MEKK3 PB1 HTS
Cc1cccc(NC(=O)C2CCN(S(=O)(=O)c3c(C)[nH]c(=O)[nH]c3=O)CC2)c1 across the screens: 1.3 | -0.9 | 14.4 | 2.4 | -0.3 | -3.6 | -5.0 | 9.5 | 91.0
Cc1ccc(C(C)C)c(OCCNS(C)(=O)=O)c1 across the screens: 0.6 | -0.8 | 9.7 | 2.1 | -5.2 | -0.8 | -60.0 | -9.8 | 104.0
CC(=O)Oc1ccc(/C=N\NC(=O)c2cc3c(ccc4ccccc43)o2)cc1 across the screens: -32.2 | 4.9* | 20.1 | -2.7 | -24.4 | -2.5 | 36.6 | -10.6 | 99.0
COc1ccc(-c2cnc(NCc3cc4c(cc3[N+](=O)[O-])OCO4)n2C)cc1 across the screens: 2.8 | -2.9 | -9.8 | -1.7 | 4.5 | 0.2 | 3.0 | -31.4 | 104.0
O=[N+]([O-])c1ccc(OCc2cnc(Cl)s2)c([N+](=O)[O-])c1 across the screens: 2.6 | -0.2 | 18.4 | -3.6 | 12.2 | 0.6 | 7.7 | -0.2 | 103.0

Later entries
SMILES	pCIP destab	IMP-1 inh	UBC9 SUMO inh	IDE cell activ	DNA FID counter	VIM-2 inh	PHOSPHO1 inh	NS3 helicase inh	MEKK3 PB1 HTS
Cc1nc(-c2ccccc2)[nH]c(=O)c1Oc1ccc(Cl)cc1Cl	-2.9	-1.7	-12.4	-1.3	-3.9	-3.9	16.2	2.1	101.0
CCN(CC)C(=O)c1sc(NC(=O)c2cccs2)c(C#N)c1C	3.9	-3.4	0.8	1.5	0.9	-5.4	36.6	-10.4	100.0
CCOC(=O)Nc1ccc(S(=O)(=O)N(C)C(C)C)cc1	-2.3	-3.5	12.5	8.6	-3.9	-3.0	1.9	1.4	95.0
COc1ccc(/C=N/Nc2ccccn2)cc1OC	2.7	-5.1	12.3	x	-7.3	-2.4	1.8	-6.2	127.0
C=CCn1c(C)nnc1SCC(=O)NC1CCCCC1	13.7	-1.4	8.3	4.0	-3.4	-1.0	19.2	-3.3	107.0
Cc1nn2c(N3CCN(CCO)CC3)c3c(nc2c1-c1ccccc1)CCCC3	2.1	-3.5	1.3	1.6	9.4	37.4*	24.6	-23.6	107.0
Cn1cnnc1SCc1ccc(C#N)cc1	6.6	0.4	3.9	2.1	2.4	-2.4	-1.0	6.1	104.0
Cc1ccc(Nc2nc(N)c([N+](=O)[O-])c(N3CCCC(C)C3)n2)cc1C (configuration not stated)	-11.5	-3.5	-38.4	5.8	-0.1	0.4	13.2	0.1	98.0
Cn1c(=O)c2c(nc(Br)n2C)n(C)c1=O	-1.7	-3.5	7.2	2.7	1.0	-0.9	-7.4	-2.1	105.0
CCOC(=O)c1c(NC(=O)c2ccc(S(=O)(=O)N(C)CC3CCCO3)cc2)sc2c1CC(C)(C)NC2(C)C (configuration not stated)	2.0	-1.0	21.3	-0.7	12.0	0.6	42.7	-42.2	103.0
COc1ccc(-c2nc(N)n(C(=O)c3ccccc3)n2)cc1	-5.6	-3.0	15.7	-0.3	-1.1	-2.4	20.0	-6.2	106.0
O=C(Nc1ccc(Cl)c(Cl)c1)Nc1ccc(N2CCCC2)c(S(=O)(=O)Nc2ccccc2Cl)c1	-4.2	-1.4	5.3	1.6	11.3	1.1	-2.4	-8.6	107.0
C#CCOCCOCCOCCNc1nc(N2CCN(C(=O)[C@H](CCC(=O)O)n3cc(C(N)Cc4ccc(O)cc4)nn3)CC2)nc(N2CCN(C(=O)[C@H](Cc3ccc(O)cc3)n3cc(C(N)CC(C)C)nn3)CC2)n1 (some centres not stated)	6.5	x	-13.1	x	x	x	35.3	x	108.0
S=c1[nH]nc(-c2cc(-c3ccccc3)n[nH]2)n1/N=C/c1cccs1	-6.7	-4.6	18.4	4.4	-9.8	-1.4	10.5	-9.6	107.0
COc1cc(OC)cc(C(=O)Nc2nc3ccc(S(C)(=O)=O)cc3s2)c1	5.0	-5.7	14.1	-1.2	-4.2	-3.6	16.5	-0.4	101.0
CCn1c(SCC(=O)NCCOC)nc2sc3c(c2c1=O)CCCC3	1.4	-1.9	-1.1	5.0	-9.7	-0.4	18.2	2.7	96.0
CCCc1cc(=O)oc2c(CNc3ccc(OCC)cc3)c(O)ccc12	-12.4	5.8*	10.9	0.1	-6.1	-2.8	38.1	5.9	105.0
CC(Oc1ccc(Cl)cc1Cl)c1nc(-c2ccccn2)no1 (configuration not stated)	-10.4	-1.2	-13.3	-0.1	-22.1	-1.3	24.8	18.1	98.0
Cc1ccc(CCNC(=O)C2CCCN(c3ncnc4c3nc3n4CCCCC3)C2)cc1 (configuration not stated)	-5.9	-4.9	1.5	0.3	-34.0	-1.3	80.2*	-1.9	100.0
CC(C)CCNC(=O)C1CC(c2ccccc2C(F)(F)F)=NO1 (configuration not stated)	4.0	x	-14.8	6.2	x	x	35.3	x	101.0
Cc1cccc(NC(=O)COc2ccc(/C=N\n3cnnc3)cc2)c1	-3.2	0.1	2.3	2.3	-16.2	-0.3	1.4	-5.8	101.0
CCOC(=O)Cc1csc(N/N=C/c2ccc(Cl)cc2)n1	-15.3	-2.8	4.4	0.2	-8.5	-1.8	29.8	-22.9	93.0
CC1CC(C)CN(CCCNC(=O)CCC(=O)N2CCOc3ccccc32)C1 (configuration not stated)	-12.4	-4.5	15.6	5.9	-2.5	-4.6	28.1	-5.2	104.0
O=C(CNC(=O)c1sc2ccccc2c1Cl)OCc1ccccc1	-2.8	-2.8	7.8	-3.8	-21.4	1.0	7.6	-6.9	97.0
Cn1nc(-c2ccc(C(=O)Nc3cccnc3)cc2)c2ccccc2c1=O	3.9	-6.9	3.2	-1.8	-1.3	2.7	-4.6	-0.8	100.0
CN(C)c1ccc(-c2cccc(C3CC=CC4C3C(=O)N(Cc3ccccc3)C4c3ccc4ccccc4c3)c2)cc1 (configuration not stated)	-12.0	x	-9.7	5.4	x	x	35.3	x	91.0
CCOC(=O)C1=C(Nc2ccccc2)CC(C)(O)C(C(=O)OCC)C1c1ccc(Cl)cc1 (configuration not stated)	-10.4	-3.8	14.7	-0.7&7.0	-22.6	-3.6	-7.4	-8.5	115.0
Cc1ccccc1OCC(O)CN1CCN(c2ccc(Cl)cc2)CC1 (configuration not stated)	-10.7	-1.7	4.4	-0.2	3.9	-0.8	10.0	-39.9	85.0

Reprinted at random: 2 entries already listed
SMILES	pCIP destab	IMP-1 inh	UBC9 SUMO inh	IDE cell activ	DNA FID counter	VIM-2 inh	PHOSPHO1 inh	NS3 helicase inh	MEKK3 PB1 HTS
CCOC(=O)C1=C(Nc2ccccc2)CC(C)(O)C(C(=O)OCC)C1c1ccc(Cl)cc1 (configuration not stated)	-10.4	-3.8	14.7	-0.7&7.0	-22.6	-3.6	-7.4	-8.5	115.0
Cc1ccccc1OCC(O)CN1CCN(c2ccc(Cl)cc2)CC1 (configuration not stated)	-10.7	-1.7	4.4	-0.2	3.9	-0.8	10.0	-39.9	85.0
